TNF death inh: TNF-alpha cell death inhibition in Jurkat FADD-/- cells; Jurkat FADD-/- TNF necroptosis rescue, ATP luminescence, 24 h; 0 = TNF only, 100 = no-TNF cells; activation (protection from cell death), % at 10 µM; 220,000 compounds, 0.068% hits;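 active = activation, meaning protection from cell death, of at least 50% relative to plate controls; inactive = activation below 50%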;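 also: necroptosis triggered by 40 ng/mL TNF-alpha added together with compound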
p47phox inh: inhibitors of human p47phox binding | inhibition, % at 24.7 µM | 220,000 compounds, 0.53% hits | P14598 | p47phox/p22phox peptide binding, fluorescence polarization, 2 h;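 active = inhibition above about 30%, limit read from the data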;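 also: 0% = p47phox with labelled peptide and 100% = labelled peptide alone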
Mdm2 ligase inh: blocks human Mdm2 ubiquitin ligase activity | signal enhancement, % at 5 µM | cell-based MDM2 ubiquitination luciferase reporter, 2 h; 0 = plate control, 100 = twice control, blank-subtracted | 210,000 compounds, 0.11% hits | AID 1230;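 active = signal enhancement of 30% or more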;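 also: luminescence tracks abundance of the self-degrading MDM2-luciferase fusion protein; higher signal means inhibition of MDM2 E3 ligase activity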
Target sequence (Q00987 whole entry, looked up, the tested form may be a part): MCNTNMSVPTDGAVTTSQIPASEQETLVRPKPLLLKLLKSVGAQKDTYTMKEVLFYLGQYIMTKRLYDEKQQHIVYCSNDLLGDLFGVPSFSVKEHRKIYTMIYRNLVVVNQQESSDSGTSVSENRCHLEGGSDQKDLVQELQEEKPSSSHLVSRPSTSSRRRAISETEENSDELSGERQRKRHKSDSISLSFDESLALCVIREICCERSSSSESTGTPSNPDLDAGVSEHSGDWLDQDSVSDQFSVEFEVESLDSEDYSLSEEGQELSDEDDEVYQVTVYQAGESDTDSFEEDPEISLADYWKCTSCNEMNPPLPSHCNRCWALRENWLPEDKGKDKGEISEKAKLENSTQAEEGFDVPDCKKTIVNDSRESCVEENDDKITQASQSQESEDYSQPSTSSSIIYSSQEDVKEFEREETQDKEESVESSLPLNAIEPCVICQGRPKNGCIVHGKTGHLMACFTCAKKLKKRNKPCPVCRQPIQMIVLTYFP
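Test system: mammalian cells stably expressing self-ubiquitinating, self-degrading MDM2 E3–luciferase fusion; Amount: 2000 cells in each well; Medium: DMEM; Schedule: 4 h settle plus 2 h compound, 37 °C; Technique: SteadyLite luciferase luminescence after 15 min room-temperature reagent incubation; Benchmarks: plate control and blank wells.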
CHOP inhibitor: CHOP inhibition in unfolded protein response. CHO-K1 CHOP-promoter luciferase, tunicamycin-induced, 15-18 h. inhibition, % at 10 µM. 220,000 compounds, 3.8% hits;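 active = compounds that reduced the stress-induced luciferase reporter signal by more than about 70% of percent inhibition, limit read from the data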;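 also: 0% = tunicamycin plus vehicle and 100% = wells without tunicamycin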
PPC-1+TRAIL kill: PPC-1 cancer cell killing with TRAIL present; PPC-1 cells + TRAIL, ATPLite viability luminescence; cell killing (% activity), % at 4 µM; 220,000 compounds, 0.41% hits; AID 1443;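 active = cell killing above 50% in the first pass at 4 µM, then a duplicate retest at 5 µM averaging 50% or more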;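 also: plate controls were cells with TRAIL plus DMSO for no effect and medium-only wells lacking cells for full effect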
TRPML3 agonist: human mucolipin-3 channel agonism; Q8TDD5; HEK293 TRPML3-YFP, Fluo-8 calcium fluorescence; 100% = the carbachol control signal; activation, % at 3 µM; 220,000 compounds, 0.29% hits;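 active = activation above its plate's cutoff, the mean activation of the plate's test wells plus 3 SD, cut at about 12% in these data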;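 also: 0% = DMSO only wells and 100% = carbachol wells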
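Test system – HEK293 line with stable expression of human TRPML3-YFP channel · Control set – carbachol 87 µM final as high control (100%), DMSO as low control (0%) · Signal – Fluo-8 calcium dye fluorescence, ex 470-495, em 515-575 nm · Incubation – 1-h 37 °C dye load, 5-s basal, 120-s post-compound reads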
EBV gp42 inh: inhibitors of Epstein-Barr virus glycoprotein 42 | Fluorescence polarization binding assay, mP read-out | 220,000 compounds, 0.42% hits | inhibition, % (tested at 21.74 µM) | Q1HVG2; in the data active = inhibition above about 50%
Target sequence (Q1HVG2 whole entry, looked up): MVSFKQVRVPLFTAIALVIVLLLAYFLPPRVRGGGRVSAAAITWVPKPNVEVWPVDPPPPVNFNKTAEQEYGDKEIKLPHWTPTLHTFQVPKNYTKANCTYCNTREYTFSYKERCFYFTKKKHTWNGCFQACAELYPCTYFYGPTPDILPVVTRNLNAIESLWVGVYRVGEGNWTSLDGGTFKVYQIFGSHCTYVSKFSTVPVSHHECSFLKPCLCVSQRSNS
Runt-SMMHC FRET: blocks binding of human RUNX1 Runt domain to CBFb-SMMHC | Cerulean-Runt/Venus-CBFb-SMMHC FRET ratio 530/480, 1 h | AID 1434 | Q01196+Q13951 | inhibition, % at 20 µM | 220,000 compounds, 0.74% hits;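 active = mean inhibition across duplicate retests at 20 µM reaching about 50%, limit read from the data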;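 also: 0% = DMSO wells and 100% = wells with excess untagged CBFb-SMMHC; inhibitors lower the FRET ratio by blocking Runt binding to CBFb-SMMHC; some results filed as inactive read as strong as hits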
TRPN1 ag: zebrafish TRPN1 (NompC) channel agonism; 220,000 compounds, 0.18% hits; activation, % at 3 µM; HEK293 zebrafish TRPN1-YFP, Fluo-8 calcium fluorescence; 100% = response to 87 µM carbachol;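 active = activation above its plate's cutoff, the mean activation of test wells on that plate plus 3 SD, cut at about 19% in these data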;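 also: 0% = DMSO alone and 100% = 87 µM carbachol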
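Material: zebrafish TRPN1-YFP in HEK293 cells; Doses: single test compound dose, 3 µM nominal, 0.3% DMSO; Timing: dye loading 1 h at 37 °C, then 30 min room temperature; Technique: intracellular calcium fluorescence with Fluo-8; Benchmarks: high carbachol 87 µM, low DMSO alone.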
The depositor's hits bear a star; . = no result given.

#	structure	TNF death inh	p47phox inh	Mdm2 ligase inh	CHOP inhibitor	PPC-1+TRAIL kill	TRPML3 agonist	EBV gp42 inh	Runt-SMMHC FRET	TRPN1 ag
1	Cc1nnsc1C(=O)N1CCN(c2cc(C(F)(F)F)ccn2)CC1	-1.9	-8	-10	5	-6	0.1	-5	-2	1.8
2	O=c1[nH]c(=S)[nH]c2c1C(c1cc([N+](=O)[O-])c(N3CCOCC3)cc1N1CCOCC1)O2 (centres undefined)	1.1	10	-11	18	-18	-0.4	-5	-2	0.3
3	Cc1ccccc1NC(=O)/C=C1\SC(=O)NC1=O	1.1	-1	-1	-11	5	-0.1	8	-4	0.0
4	Cc1cc(C)cc(NC(=O)COc2ccc(C(=S)N3CCOCC3)cc2)c1	1.7	7	-18	7	4	-0.7	3	-5	-2.0
5	O=c1c2ccccc2c(C=NCc2ccccn2)c(O)n1-c1ccccc1	1.2	-6	1	-12	17	0.6	-16	5	1.6
6	COc1cc(C(=O)N2CCC(NC(=O)C(Cc3ccccc3C)NC(C)=O)CC2)cc(OC)c1OC (centres undefined)	1.3	2	-17	17	19	0.9	-26	1	-1.3
7	CC12/C(=N/O)C3C4CC5C3/C(=N/O)C1C5C42 (centres undefined)	-1.0	-3	21	15	1	0.0	1	-2	0.4
8	CN(C)C(=O)C1C2NC(=S)N(c3ccc(Cl)cc3)C1(C)Oc1ccc(Cl)cc12 (centres undefined)	0.9	-9	-9	25	4	1.2	-19	-6	0.5
9	Cc1cc(=O)oc2cc(NC(=O)CC3(CC(=O)O)CCCC3)ccc12	1.9	-1	-92	1	9	0.4	-7	0	2.3
10	Cc1ccc(C)c(OCCSc2nnc(C)c(=O)[nH]2)c1	-0.2	-3	-3	13	-15	0.8	-9	5	2.1
11	CC(Oc1ccc([N+](=O)[O-])cc1Cl)C(=O)Nc1ccc(C(N)=O)cc1 (centres undefined)	0.0	-8	7	12	35	1.2	-11	-5	3.1
12	CCOC(=O)c1sc2nc(N3CCOCC3)c3c(c2c1N)CC(C)(C)N(C)C3	3.5	-19	7	-24	17	1.1	-2	1	-1.7
13	COc1cc(/C=C2\C(=O)N(CCC#N)N=C2C)c(Br)cc1OC(C)C	-10	9	-6	22	12	0.5	-20	-4	0.3
14	O=C(O)CCNC(=O)CCCn1nnc2ccccc2c1=O	2.3	-7	-7	10	4	-0.2	-9	-5	-0.2
15	CCOC(=O)c1ccc[n+](CC(=O)Nc2ccccc2OC(F)F)c1	0.5	-1	12	-13	15	1.0	-15	-1	0.3
16	CN(C)/C(=N\O)c1c(Cl)cccc1Cl	0.1	-4	-11	4	6	0.3	-7	0	0.4
17	CC(=O)Nc1ccc(C(=O)OCC(=O)NC(=O)NC2CCCCC2)cc1	-1.8	133*	-63	3	30	0.4	-25	0	2.0
18	C[C@@H]1CC=C[C@H]2[C@H]1C(=O)N(Cc1ccccc1)[C@H]2c1ccc(-c2ccc(N(C)C)cc2)cc1F	-0.7	-93	14	-3	-8	.	-23	3	.
19	NC(=O)C1CCN(C(=O)CSc2ccccn2)CC1	-1.6	-19	-20	21	-20	0.2	-18	2	0.5
20	CCCn1c(SCC(=O)NNC(=O)c2ccccc2)nnc1-c1cccnc1	-0.5	-3	.	-16	-3	0.1	-19	-6	0.3
21	CC(c1cc2ccccc2s1)N(O)C(N)=O (centres undefined)	.	-9	.	6	34	0.7	-11	-2	-0.1
22	CCS(=O)(=O)C(=C(Nc1ccc(OC)cc1)Nc1ccc(OC)cc1)S(=O)(=O)CC	-1.1	-2	-12	18	8	-1.3	-7	0	-2.2
23	CCOC(=O)c1sc(N/N=C/c2ccccc2)nc1C	4.8	-15	-17	-23	24	0.7	-13	12	-0.2
24	CCC(C)c1ccc2oc(-c3ccc(NC(=O)c4ncn[nH]4)cc3)nc2c1 (centres undefined)	1.3	-16	-19	-25	10	0.9	-7	-6	-1.4
25	Cc1ccc(-n2ncc3c(=O)[nH]c(SCC(=O)N4CCC(C)CC4)nc32)cc1C	0.8	-38	-6	45	0	0.2	-11	-7	1.8

Some of these compounds in order of SMILES length, falling:
#	structure	TNF death inh	p47phox inh	Mdm2 ligase inh	CHOP inhibitor	PPC-1+TRAIL kill	TRPML3 agonist	EBV gp42 inh	Runt-SMMHC FRET	TRPN1 ag
8	CN(C)C(=O)C1C2NC(=S)N(c3ccc(Cl)cc3)C1(C)Oc1ccc(Cl)cc12 (centres undefined)	0.9	-9	-9	25	4	1.2	-19	-6	0.5
13	COc1cc(/C=C2\C(=O)N(CCC#N)N=C2C)c(Br)cc1OC(C)C	-10	9	-6	22	12	0.5	-20	-4	0.3
15	CCOC(=O)c1ccc[n+](CC(=O)Nc2ccccc2OC(F)F)c1	0.5	-1	12	-13	15	1.0	-15	-1	0.3
7	CC12/C(=N/O)C3C4CC5C3/C(=N/O)C1C5C42 (centres undefined)	-1.0	-3	21	15	1	0.0	1	-2	0.4
14	O=C(O)CCNC(=O)CCCn1nnc2ccccc2c1=O	2.3	-7	-7	10	4	-0.2	-9	-5	-0.2

Carrying on.
#	structure	TNF death inh	p47phox inh	Mdm2 ligase inh	CHOP inhibitor	PPC-1+TRAIL kill	TRPML3 agonist	EBV gp42 inh	Runt-SMMHC FRET	TRPN1 ag
26	CCc1cccc(NC(=O)c2ccc(Br)o2)c1	-2.1	-3	-3	-15	-5	-0.6	3	1	-1.1
27	CCn1c(=O)cc(SCC(=O)N2CCN(C)CC2)c2ccccc21	-6.4	-7	-6	10	13	0.8	-14	0	0.2
28	CCOc1ccc(NC(=O)CCCn2c(=S)[nH]c3ccsc3c2=O)cc1	0.0	4	-1	15	10	-1.0	-1	5	-1.4
29	CN1CCN(C(=S)Nc2ccc(Cl)cc2Cl)CC1	-0.1	0	-5	27	19	1.1	-22	-1	-0.5
30	Nc1scc[n+]1Cc1cccc2cccnc12	3.3	0	.	12	16	0.6	-6	-1	1.2
31	COc1cccc(CNC(=O)CN2C(=O)CSc3ccc(S(=O)(=O)N4CCCC4)cc32)c1	-0.2	.	.	12	-1	-0.6	1	3	-0.9
32	Cc1ccc(CN2C(=O)CCC2C(=O)NCCCN2CCOCC2)cc1 (centres undefined)	-0.3	-11	-9	13	-2	0.4	6	-3	1.7
33	COc1ccccc1NC(=O)Nc1nn(C)c2cccc(N(C)C)c12	-0.2	-16	-13	-3	-7	-1.0	-1	2	0.0
34	COc1cc(NC(=O)CSc2nnc(C)s2)cc(OC)c1OC	1.3	-4	-3	16	5	-0.1	-9	3	-0.2
35	Cc1nn(C)cc1NC(=O)Cn1nc(C(F)(F)F)cc1C1CC1	1.5	-10	-2	-9	-15	0.5	4	2	0.3
36	O=C1c2ccccc2OCOc2ccccc21	-1.0	-7	-16	12	7	0.7	-2	1	-1.2
37	c1ccc(CCNc2nc(-c3ccccn3)cs2)cc1	-1.2	-7	-25	-46	11	0.0	39	4	0.8
38	CC(C)N(C(=O)c1ccc(C(=O)Nc2ccc([N+](=O)[O-])cc2)cc1)C(C)C	-0.1	-9	0	1	5	0.3	-8	-2	-0.3
39	S=c1[nH]nc(C2CCCCC2)n1/N=C/C(Cl)=C\c1ccccc1	1.5	-16	-3	102*	17	1.5	-4	7	0.8
40	CCN1CCC2(CC1)N=C(c1ccc(F)cc1)C(=S)N2C(=O)c1ccc(C)cc1	-1.0	-7	-7	95*	5	0.4	-13	3	-0.3
41	COc1ccccc1NC(=O)Cn1nnc(-c2ccccc2NC(=O)c2cc3ccccc3oc2=O)n1	-1.1	-6	-5	-53	6	-0.6	-5	-10	4.4
42	Cc1ccc(CSCCNC(=O)c2ccc(N(C)S(=O)(=O)c3ccccc3)cc2)cc1	-5.0	-9	3	56	13	1.2	-11	-2	3.1
43	Cc1nc(N2CCN(c3ccccc3)CC2)[nH]c(=O)c1CCC(C)C	1.0	-12	-9	15	-4	0.6	-10	-4	-0.1
44	CC(=O)Nc1ccc(Nc2nnc(-c3ccc(C)c(S(=O)(=O)NCC4CCCO4)c3)c3ccccc23)cc1 (centres undefined)	-6.3	-14	-3	-23	-20	0.4	-4	-2	1.3
45	COc1ccccc1-c1cc2nc(C)c(CCC(=O)NC(C)CCc3ccco3)c(C)n2n1 (centres undefined)	-0.2	-1	-13	45	1	-1.1	-8	1	-0.7
46	O=C(CCN1C(=O)c2cccc([N+](=O)[O-])c2C1=O)Nc1nccs1	0.2	-7	-5	8	-6	0.8	-11	-14	1.3
47	Cc1nn(-c2ccccc2)c(C)c1/C=N/NC(=O)c1cc(C(C)(C)C)[nH]n1	-2.8	-6	-5	4	24	-0.9	5	2	1.0
48	CCOC(=O)N1CCN(C(=O)CCCN2C(=O)CSc3nc(C)cc(C)c32)CC1	-0.1	-4	-15	-15	8	0.8	-19	-6	1.4
49	CCc1nnc(NC(=O)CSc2nnc(-c3ccc(O)cc3)n2C)s1	1.3	-1	-9	12	5	-0.8	10	-2	-1.2
50	COc1cc2c(cc1OC)C(C(=O)Nc1ccc3c(c1)OCCO3)C1c3ccccc3CCN1C2=O (centres undefined)	-4.1	-4	-11	6	-8	1.4	-3	-3	5.5
51	COc1cc(CN2CCNC(=O)C2CC(=O)NCCC2=CCCCC2)cc(OC)c1 (centres undefined)	1.2	-13	-8	9	27	0.0	-13	-1	-1.4

Screening results (PubChem BioAssay)

Not a hit list. About 5.9% of those tested had a hit in this group.
